# PLC-gamma1 inh: inhibitors of human phospholipase C gamma1; AID 720700; purified PLC-gamma1, fluorogenic substrate, fluorescence; 370,000 tested, 0.84% active; P19174; inhibition, % at 12.2 µM; in the data active means inhibition above about 9.5%
# hcDAF12 agonist: H. contortus DAF-12 activation, primary screen; AID 652067; HEK293 hcDAF-12 lit1-tk-luc reporter, luminescence; 0% DMSO, 100% Δ7-dafachronic acid; activation, % at 6.8 µM; 370,000 tested, 1.4% active;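 active means activation above the mean of all tested compounds plus 3 SD, cut at about 5.5% in these data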;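 further: 100% = response to 3 µM Δ7-dafachronic acid high control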
# MBD2 inh: inhibitors of human MBD2 binding to methylated oligonucleotide. TR-FRET. Q9UBB5. AID 686964. inhibition, % at 4.4 µM. 370,000 tested, 0.31% active; in the data active means inhibition above about 13%
# Target sequence (Q9UBB5 whole entry, looked up): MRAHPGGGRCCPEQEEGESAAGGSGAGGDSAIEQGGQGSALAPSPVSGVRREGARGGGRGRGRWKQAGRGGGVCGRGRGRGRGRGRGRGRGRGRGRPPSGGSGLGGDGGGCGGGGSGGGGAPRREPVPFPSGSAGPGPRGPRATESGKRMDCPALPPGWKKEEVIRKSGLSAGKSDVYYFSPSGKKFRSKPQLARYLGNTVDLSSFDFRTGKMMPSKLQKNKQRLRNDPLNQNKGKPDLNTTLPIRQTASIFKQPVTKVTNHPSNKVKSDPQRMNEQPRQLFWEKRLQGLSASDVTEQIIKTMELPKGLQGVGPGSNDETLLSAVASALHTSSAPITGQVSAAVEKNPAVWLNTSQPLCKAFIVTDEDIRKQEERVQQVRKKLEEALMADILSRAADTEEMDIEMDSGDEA
# ssDAF-12 act: activates DAF-12 receptor from parasite S. stercoralis | activation, % at 6.8 µM | 370,000 tested, 1% active | HEK293 ssDAF-12/GRIP1 lit1-tk-luc reporter, luminescence; % of 3 µM dafachronic acid response;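 active means activation above the mean over all tested compounds plus 3 SD, cut at about 0.9% in these data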;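 further: 0% = DMSO-only wells and 100% = 3 µM delta7-dafachronic acid wells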
# DAX1 inh-1: inhibits human nuclear receptor DAX1 | HEK293 Gal4-DAX1 luciferase reporter, luminescence | inhibition, % at 6.75 µM | 340,000 tested, 0.99% active | P51843 | AID 504766;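 active means inhibition above the mean over all tested compounds plus 3 SD, cut at about 4.2% in these data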;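 further: 0% = DAX1-transfected cells with DMSO and 100% = empty-vector control cells with DMSO; inhibition shows as a rise in luminescence from relieved DAX1 repression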
# hgDAF12 agonist: activates the H. glycines DAF-12 receptor ligand-binding domain. 370,000 tested, 1.8% active. activation, % at 6.8 µM. HEK293 GAL4-hgDAF12 UAS-luciferase reporter, agonist luminescence; normalized to butyrate control;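 active means activation above a cutoff set at the mean of all screened compounds plus 3 SD, cut at about 10% in these data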;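 further: 0% = DMSO wells and 100% = sodium butyrate wells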
# SMARCA2 act: increases SMARCA2 function in MMTV reporter cells. MG213 cells, MMTV-luciferase reporter, dexamethasone, overnight. activation, % at 9.1 µM. 370,000 tested, 1% active. AID 652017; in the data active means activation above about 7.8%;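 further: 0% = vehicle wells and 100% = reference activator wells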
# ADAM17 inh: ADAM17 inhibition, QFRET primary screen; P78536; recombinant ADAM17, EDANS/DABCYL FRET peptide cleavage; inhibition, % at 6.95 µM; 370,000 tested, 0.83% active;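 active means inhibition above the mean of compounds lying between control limits plus 3 SD, set per campaign, cut at about 8.5% in these data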;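 further: 0% = DMSO-only wells as the low control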
# DAX1 inh-2: inhibitors of DAX1 repression of SF-1 activated StAR promoter. HEK293T StAR-luciferase reporter, SF-1/DAX-1 repression relief. inhibition, % at 6.8 µM. 370,000 tested, 1.1% active. AID 652010;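 active means inhibition above the mean over all tested compounds plus 3 SD, cut at about 3.6% in these data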;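 further: 0% = DAX-1 cells with DMSO and 100% = cells lacking DAX-1 with DMSO; higher inhibition means more luminescence from relief of DAX-1 repression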
# PLC-beta3 inh: inhibitors of human phospholipase C beta3. inhibition, % at 12.2 µM. Q01970. AID 720704. 370,000 tested, 0.18% active. Purified PLC-beta3, fluorogenic substrate, fluorescence; in the data active means inhibition above about 11%;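 further: 0% = median of compound wells on plate and 100% = full blocker control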
# NR1D1 modulator: modulators of human Rev-erb alpha DNA binding. activity, % at 10 µM. AID 1259318. P20393. 370,000 tested, 0.79% active. Rev-erbα–FITC-DNA binding, fluorescence polarization, 90 min;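 active means activity above about 14%, limit read from the data; passing the limit was not always enough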;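 further: 0% = DMSO wells with 35 nM protein and 100% = DMSO wells with 750 nM protein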
# Target sequence (P20393 whole entry, looked up): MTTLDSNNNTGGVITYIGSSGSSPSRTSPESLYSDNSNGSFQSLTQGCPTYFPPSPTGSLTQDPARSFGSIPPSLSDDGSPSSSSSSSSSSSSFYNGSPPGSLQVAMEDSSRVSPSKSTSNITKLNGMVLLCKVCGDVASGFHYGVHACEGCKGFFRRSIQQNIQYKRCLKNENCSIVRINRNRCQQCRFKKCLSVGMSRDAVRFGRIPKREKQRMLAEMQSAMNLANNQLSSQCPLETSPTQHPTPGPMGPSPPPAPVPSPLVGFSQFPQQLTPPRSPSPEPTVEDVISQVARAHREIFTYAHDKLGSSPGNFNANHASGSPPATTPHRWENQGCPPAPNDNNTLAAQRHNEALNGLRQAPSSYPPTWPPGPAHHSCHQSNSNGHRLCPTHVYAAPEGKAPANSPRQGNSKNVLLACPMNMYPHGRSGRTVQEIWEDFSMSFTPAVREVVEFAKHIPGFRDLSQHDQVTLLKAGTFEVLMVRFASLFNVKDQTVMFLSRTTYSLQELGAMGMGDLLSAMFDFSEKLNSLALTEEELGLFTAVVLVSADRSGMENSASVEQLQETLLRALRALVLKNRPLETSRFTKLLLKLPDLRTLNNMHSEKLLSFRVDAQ
# * marks the source's active call; other numbers are inactive results; i = inactive; nt = not tested or not shown.
# Below each compound – PLC-beta3 inh, MBD2 inh, hgDAF12 agonist, ssDAF-12 act, ADAM17 inh, DAX1 inh-1, NR1D1 modulator, hcDAF12 agonist, PLC-gamma1 inh, SMARCA2 act, DAX1 inh-2
O=C(CCc1nc2ccccc2c(=O)[nH]1)NCc1ccccn1
 : -2, 2, 2.8, -0.9, -8, 0.7, 5, -0.8, -2, -4, 0.1
COCCN=C1N[C@@H](c2ccccc2)C(C(=O)OC)=C(C)N1Cc1ccccc1
 : -17, -4, 1.6, -0.7, -6, 0.7, -5, -1.5, -15, 0, -0.6
Cc1cn(C2OC(COC(=O)c3ccccc3)C(OC(=O)c3ccccc3)C2OC(=O)c2ccccc2)c(=O)[nH]c1=O (stereo not drawn)
 : 1, 0, -1.5, -1.4, -3, 0.3, 1, -2.0, 2, -3, -0.2
CCCCC(NC(=O)Cc1c(C)c2cc3c4c(oc3cc2oc1=O)CCCC4)C(=O)O (stereo not drawn)
 : -202, 1, 1.3, -1.3, -85, -0.6, -1, 2.1, -152, -1, 0.1
O=C(N/N=C/c1cc2ccccc2nc1Cl)c1ccncc1
 : 2, -5, -0.9, -0.9, 0, 3.2, -1, 2.0, 0, -4, -0.8
Cc1cc(=O)oc2cc(Oc3ncccc3[N+](=O)[O-])ccc12
 : -17, -5, 1.5, -1.7, -13, 3.2, -4, -1.2, -5, -1, -1.9
O=C1Nc2ccccc2N(O)N1c1ccc(S(=O)(=O)N2CCCCCC2)cc1
 : 2, 4, -1.2, -1.3, -1, 0.8, 6, -0.1, -1, 0, 0.3
COc1ccccc1NS(=O)(=O)c1cccc(C(=O)N/N=C/c2c(CO)cnc(C)c2O)c1
 : -473, -2, 0.8, -0.5, -53, -0.3, 7, -0.3, -377, -2, -1.5
O=C(CCNS(=O)(=O)c1ccc(Br)s1)Nc1ccc(Cl)cc1
 : 2, -4, -3.1, -1.2, 5, -1.0, -3, 0.5, 2, -2, 0.7
CCOc1ccccc1C(=O)N1CCN(C(c2ccccc2)c2ccccc2)CC1
 : 0, 1, 0.5, -1.5, 1, -0.5, -2, -0.3, 2, 4, 0.4
CC(=O)N1CCN(Cc2cc(=O)oc3cc(C)ccc23)CC1
 : 4, 3, -2.6, 0.2, 1, nt, 2, -0.2, -2, -1, -0.3
O=C(c1cc(COc2ccccc2)on1)N1CCCC(CN2CCOCC2)C1 (stereo not drawn)
 : -7, 2, 1.5, -0.3, 1, 0.5, 0, 0.9, -1, 0, 0.1
O=C(Nc1c[nH]c(=O)[nH]c1=O)c1cc([N+](=O)[O-])cc([N+](=O)[O-])c1
 : -2, 29*, -0.5, -0.9, -2, 1.6, -2, 0.2, 2, -1, 0.0
Cc1ccc[n+](CC(=O)c2ccc(Br)cc2)c1C
 : -10, -5, 1.4, -0.2, -5, 1.2, 3, 4.3, -1, 1, -0.2
CC(C)=NNc1nc(-c2ccc([N+](=O)[O-])cc2)cs1
 : -4, -6, 2.4, -0.6, -1, -0.9, -4, -2.4, 1, -1, 0.2
CS(=O)(=O)N1N=C(c2ccccc2)CC1c1ccc2c(c1)OCO2 (stereo not drawn)
 : 2, -6, 6.7, 0.6, 1, 1.5, -2, 7.0*, -1, 3, 0.6
CCc1ccc2c(c1)C(=O)C(=O)N2CC(=O)Nc1ccc(NC(=O)c2ccccn2)cc1
 : -4, -7, 1.3, -1.7, -1, -1.2, 1, -1.5, -2, 1, -0.1
COC(=O)C(NC(=O)CCc1c(C)nc2ncnn2c1C)C(C)C (stereo not drawn)
 : 3, -4, 1.2, -0.7, 4, 2.2, 2, -0.6, 9.7*, 0, 0.3
COc1ccc(-c2cc(C(=O)N3CCN(c4ccccc4F)CC3)c3ccccc3n2)c(OC)c1
 : -125, 5, 0.7, -1.1, -14, -1.5, 1, -1.1, -113, -2, -0.1
COc1ccc([C@H]2CC(=O)C=C(c3ccc(SC)cc3)C2)cc1
 : -51, -3, 1.1, -0.6, -5, -0.4, 3, -0.5, -27, 1, 0.3
CC(C)c1cc(O)c(-c2ccccc2)c(=O)n1-c1ccc(Cl)cc1
 : -8, -2, -1.1, -1.5, 0, 1.0, 2, -1.6, -1, -5, 0.1
COc1ccc(-c2ncn(CCC#N)c2[N+](=O)[O-])cc1
 : 0, 3, 0.9, -0.6, -1, -1.2, 6, -2.6, 1, -3, -0.2
COc1ccc2nc(NC(=O)C3CCN(C(=O)c4ccco4)CC3)sc2c1
 : 1, 1, 4.8, -1.3, 3, 0.6, 4, -1.0, 2, 0, 0.3
O=C(CN1CCN(S(=O)(=O)c2ccc(Cl)cc2)CC1)NC1CCCC1
 : -7, -3, 0.3, -1.0, -1, -0.9, 2, -0.4, 0, -2, 3.8*
Cn1c(C(=O)NC2CCCCC2)cc2c(=O)n3ccccc3nc21
 : i, 6, 1.5, -1.3, i, -0.2, -1, -0.1, i, -1, 0.9
Cc1cc(N)n(-c2ccc([N+](=O)[O-])cc2)n1
 : 1, -3, -1.7, -0.4, 5, -0.1, 10, 0.5, 12*, -5, 1.3
COc1ccc(-c2nnc(SC(C(=O)c3c[nH]c4ccccc34)c3ccccc3)n2N)cc1OC (stereo not drawn)
 : 2, 2, -4.9, -1.6, 8, -2.2, -5, -0.1, 4, 1, -0.7
O=C(COC(=O)/C=C/c1cccc(Cl)c1)NC1CCCC1
 : 0, 0, 0.4, -0.5, -1, 0.1, -1, 1.0, 0, 0, 2.8
O=C(O)c1ccccc1-c1ccccc1C(=O)Nc1ccc2c(c1)C(O)c1ccccc1-2 (stereo not drawn)
 : -8, 0, 3.2, 0.3, -5, 1.3, 0, 2.9, -2, -3, -0.5
O=C(N/N=C/c1ccc(F)c(F)c1)c1cc2c(s1)-c1ccccc1CC2
 : -13, 0, 0.0, -0.5, -10, -0.6, -7, 0.5, -8, 0, -0.6
Cc1cc(NS(=O)(=O)c2ccc(NC(=O)Cc3ccc([N+](=O)[O-])cc3)cc2)no1
 : -4, 4, -0.7, -1.5, 0, 0.3, -1, 1.4, 3, 0, -0.1
C[C@H](CO)N1C[C@H](C)[C@@H](CN(C)Cc2ccc3c(c2)OCO3)Oc2ccc(NS(C)(=O)=O)cc2C1=O
 : -1, 1, 0.8, -1.0, -4, 2.5, 4, -2.0, -6, -1, 0.5
CCn1nc(C)cc1C(=O)n1nc(C)c(Sc2ncccn2)c1C
 : -7, 0, 2.8, -0.4, -3, 1.3, 0, 0.2, 3, -1, 0.4
CN(c1ccccc1)S(=O)(=O)c1cccc(NC(=O)CCNC(=O)c2ccccc2)c1
 : 0, 5, -2.2, -1.4, 0, -1.2, 2, -0.4, 3, -2, -1.9
O=C(CSc1nnc(COc2ccccc2)n1Cc1ccco1)NCc1ccco1
 : -7, 1, 0.1, -1.6, -2, 1.2, 0, 0.2, -6, 4, 0.3
CCCN(CC1CCCO1)C(=O)c1cc(COc2ccc(F)cc2F)on1 (stereo not drawn)
 : -2, -5, -3.1, -0.6, -3, -0.3, -2, -1.3, 0, -2, -0.4
COc1ccc(-c2sc3ccc(OC)cc3c2-c2ccc(OC)nc2)cc1
 : -3, 4, -1.1, -0.5, 0, 0.7, -6, -1.7, -2, 1, -0.1
COc1ccc(/C(N)=N/OC(=O)c2cc(-c3ccccc3)nc3ccccc23)cc1
 : 1, -6, -1.7, -0.4, -5, -0.7, 3, 2.1, -1, -1, -0.2
CCC(=O)c1ccc(OCC(=O)N2CCN(C(=O)c3ccccc3)CC2)cc1
 : -7, -7, 2.1, 0.3, 0, -0.1, -3, -0.9, -3, -1, 3.1
Cc1ccc(NC2=C(C(=O)c3ccccc3)N(C)S(=O)(=O)c3ccccc32)cc1
 : 6, -2, 3.1, -0.7, 1, 0.6, 1, 2.4, 5, 7, -0.8
COc1ccc(/C=N/NC(=O)c2ccc(N(C)S(=O)(=O)c3ccccc3)cc2)cc1OC
 : -73, -1, -2.1, -0.3, -3, -1.0, -5, -3.1, -55, -2, 0.4
c1cncc(-c2nnc(-c3ccco3)o2)c1
 : -15, 3, -0.9, -1.7, -37, -0.2, -1, -1.6, -12, -3, -0.4
Cn1ccc2cc(S(=O)(=O)N3CCN(S(=O)(=O)c4c(F)cccc4F)CC3)ccc21
 : 0, 8, 2.8, -1.4, -2, nt, 1, 1.8, 0, nt, nt
O=C(COC(=O)Cc1ccc(Br)cc1)NCc1cccs1
 : 0, 3, -2.8, -1.2, 0, -0.3, -5, 0.5, 0, -1, -0.4
Cc1ccc(OCC(=O)Nc2ccc(S(=O)(=O)N3CCCCC3)cc2)c([N+](=O)[O-])n1
 : 3, 5, 1.9, -2.1, 3, -1.9, 3, -1.7, 2, -3, -0.8
Cc1cc(C)n(-c2ccc(C(=O)OCC(=O)NCc3ccco3)cc2)n1
 : 5, -8, -1.1, -1.4, 1, 0.7, -2, -0.5, 1, 0, -0.3
COc1ccc(Cl)cc1C(=O)NC(C)C
 : 1, 5, -1.0, -2.0, -2, 0.5, -3, -0.8, 2, -4, -0.2
Cc1ccc(C(=O)Nc2nnc(-c3ccc(C(C)(C)C)cc3)s2)cc1
 : 1, -3, 1.5, -1.0, -4, 0.2, 26*, 0.5, -4, 3, -0.2
O=C(Nc1ccc(F)cc1F)c1ccc(S(=O)(=O)N2CCCCC2)cc1
 : 1, 1, -1.4, -1.1, -1, -0.6, -7, -2.2, 2, -3, -1.7
Cc1cc(NC(=O)CSc2nnc(C)o2)no1
 : -6, -4, 1.6, -0.7, -1, 0.6, -9, 0.3, -1, 1, 2.6
c1ccc(-n2cc(CN3CCC(N4CCOCC4)CC3)c(-c3ccc4c(c3)OCO4)n2)cc1
 : 1, 2, 0.6, -1.1, -4, 1.3, -1, -1.1, 0, -3, 0.1
CCOC(=O)c1cccc(NC(=O)Cn2cnc3c2c(=O)n(C)c(=O)n3C)c1
 : 3, -4, -1.1, -0.8, -1, 1.0, -2, -0.9, 4, -3, -0.3
COc1cccc(COC(=O)C2CCN(S(=O)(=O)c3ccc(Cl)cc3)CC2)c1OC
 : -3, 8, -0.9, -0.6, 1, -0.4, 1, -2.4, 3, -2, -0.6
CCOC(=O)[C@]12CCC=C1N(Cc1ccco1)C(=O)[C@H](CC(=O)NCc1ccc(C)o1)C2
 : -4, 6, -0.5, -0.7, -2, nt, 3, -0.4, -5, 4, -0.8
N#CCC(=O)N1CC2(CC(c3cccc(NC(=O)COc4ccc(Cl)cc4)c3)=NO2)C[C@@H]1C(N)=O (stereo partly drawn)
 : -1, 5, 0.8, -1.2, -2, 0.1, -3, -1.9, -3, 1, 0.3
CCOC(=O)N1CCN(c2c(Nc3cc(C)[nH]n3)c(=O)c2=O)CC1
 : 1, 0, -2.9, -0.6, 0, 0.3, 2, 0.9, 1, -2, 1.5
C=CCNC(=O)CN1CCN(C(c2ccccc2)c2ccccc2)CC1
 : 4, -6, -0.6, -1.5, 2, -0.3, 0, -1.6, 9, -2, -0.2
Cc1cc(C)cc(NC(=O)C2CCN(c3cnccn3)CC2)c1
 : -44, -5, -1.3, -1.9, -11, -1.4, 2, -0.2, -28, 2, 0.5
CS(=O)(=O)N(CC(=O)Nc1ccccc1F)C1CCCCC1
 : -4, -4, 2.2, -1.4, 0, 2.4, 1, -1.1, 1, 1, -0.3

# Screens as filed in PubChem BioAssay.
